High-throughput results deposited in PubChem BioAssay by National Center for Advancing Translational Sciences (NCATS).
RORg inh: ROR gamma (mouse) transcription inhibition | Drosophila S2 Gal4-RORgamma UAS-luciferase reporter, 20 h | 310,000 tested, 5.4% active | AID 2551 | Potency, µM (doses to about 53.6 µM), without a hit: top-dose activity change, negative = inhibition, actives largely listed as inhibitors | P51450; note: potency is the fitted concentration of half-maximal effect; % is set by controls: 0 for no effect and ±100 for the full control effect; nearly all actives have a fitted effect of over 60% in size
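Luminescence from a UAS-regulated Photinus luciferase reporter in stably transfected Drosophila Schneider cells is measured; decreased signal marks ROR gamma inhibition. Fusion expression is induced by 700 uM copper sulfate for 20 hr.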
TRPV1 agonist: human TRPV1 agonism. activation, % at 8.33 µM. 320,000 tested, 0.19% active. Q8NER1. TRPV1-expressing cells, Fluo-8 calcium influx, agonist mode; in the data active = activation above about 80%; inconclusive = between about 30% and that limit; note: 0% is about no effect
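TRPV1-expressing cells were cultured overnight at 35.5C and loaded with Fluo-8 calcium dye for 40 to 90 min at room temperature. After a 10 s baseline, compound was added and calcium influx was read kinetically for 3 min (ex 480/em 520 nm).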
p53 reactivator: mutant p53 re-activation in reporter cells; H1299 p53-A138V BP100-luciferase reporter, luminescence, 24 h; Potency, µM (titrated, usually from 92.2 µM), for the others: at the highest dose activity change, positive = activation, most hits filed as activators; 320,000 tested, 0.063% active; AID 504706; note: potency is the fitted concentration of half-maximal effect; % of control where 0% means no effect; nearly all actives have a fitted effect of over 45% in size
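p53-null H1299 cells stably carrying temperature-sensitive p53-A138V and a BP100-luciferase reporter were pinned with compounds (4-point, 1:5 series) and held 24 hrs at 37 deg C. Luminescence was read 10 min after detection reagent.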
Tb PFK inh: inhibitors of T. brucei phosphofructokinase; O15648; T. brucei PFK, ADP-Glo luminescence; Potency, µM (highest dose often 57.5 µM), inactives show top-dose activity, negative = inhibition, usual class: inhibitors; 330,000 tested, 0.17% active; AID 485367;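 note: potency is the fitted concentration of half-maximal effect; 0% = uninhibited 1x PFK enzyme wells and -100% = no-enzyme wells; nearly all actives have a fitted effect of over 60% in size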
Target sequence (O15648 whole entry, looked up): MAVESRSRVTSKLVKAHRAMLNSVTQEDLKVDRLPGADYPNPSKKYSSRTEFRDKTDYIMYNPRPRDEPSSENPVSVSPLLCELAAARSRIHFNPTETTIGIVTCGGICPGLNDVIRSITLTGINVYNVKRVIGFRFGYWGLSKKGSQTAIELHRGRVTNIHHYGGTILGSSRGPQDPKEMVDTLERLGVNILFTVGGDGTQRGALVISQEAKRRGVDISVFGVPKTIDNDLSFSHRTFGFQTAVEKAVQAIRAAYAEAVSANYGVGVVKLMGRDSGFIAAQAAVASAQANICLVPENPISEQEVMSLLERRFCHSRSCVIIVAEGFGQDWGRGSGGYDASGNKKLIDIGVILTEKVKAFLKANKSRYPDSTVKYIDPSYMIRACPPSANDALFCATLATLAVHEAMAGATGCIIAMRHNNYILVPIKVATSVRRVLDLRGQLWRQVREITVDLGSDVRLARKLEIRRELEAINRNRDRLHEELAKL
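In TEA buffer at pH 8.0 with 5 mM MgCl2, enzyme (1.25 nM) converted F6P (0.5 mM) and ATP (0.1 mM) for 45 min at room temperature. ADP product was read by luciferase luminescence.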
VP16 counter: Gal4-VP16 reporter inhibition counter-screen | Drosophila S2 Gal4-VP16 UAS-luciferase, luminescence, 20 h | Potency, µM (titrated, usually from 53.6 µM), inactives show at the top dose activity, negative = inhibition, usual class: inhibitors | 310,000 tested, 3.5% active | AID 2546;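 note: Gal4-VP16 expression switched on by copper sulfate through the metallothionein promoter; potency is the fitted concentration of half-maximal effect; % is set by controls: 0 for no effect and ±100 for the full control effect; nearly all actives have a fitted effect of over 50% in size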
ELG1 repair inh: blocks ELG1-dependent DNA repair in HEK293T cells; 330,000 tested, 2.3% active; HEK293T ELG1-luciferase reporter, luminescence, 16 h; DNA damage induced by 5-fluorouridine; Potency, µM (top dose mostly 46.1 µM), inactives show top-dose activity change, negative = inhibition, hits mostly inhibitors; note: potency is the fitted concentration of half-maximal effect; % is set by controls: 0 for no effect and ±100 for the full control effect; nearly all actives have a fitted effect of over 55% in size
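Reporter activity after DNA damage by 5-fluorouridine is monitored. Compound-treated cells incubate 16 hr at 37 °C, then ONE-Glo is added for 30 min before luminescence reading.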
FLuc counter: counter-screen for miR-21 project: firefly luciferase inhibitors or activators. AID 588342. purified FLuc, Km substrates, luminescence inhibition. 360,000 tested, 6.9% active. P08659. Potency, µM (highest dose often 57.5 µM), inactives show top-dose activity change, negative = inhibition, actives largely listed as inhibitors;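 note: potency is the fitted concentration of half-maximal effect; plate controls were vehicle for no effect and reference inhibitor for full effect; nearly all actives have a fitted effect of over 55% in size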
Target sequence (P08659 whole entry, looked up): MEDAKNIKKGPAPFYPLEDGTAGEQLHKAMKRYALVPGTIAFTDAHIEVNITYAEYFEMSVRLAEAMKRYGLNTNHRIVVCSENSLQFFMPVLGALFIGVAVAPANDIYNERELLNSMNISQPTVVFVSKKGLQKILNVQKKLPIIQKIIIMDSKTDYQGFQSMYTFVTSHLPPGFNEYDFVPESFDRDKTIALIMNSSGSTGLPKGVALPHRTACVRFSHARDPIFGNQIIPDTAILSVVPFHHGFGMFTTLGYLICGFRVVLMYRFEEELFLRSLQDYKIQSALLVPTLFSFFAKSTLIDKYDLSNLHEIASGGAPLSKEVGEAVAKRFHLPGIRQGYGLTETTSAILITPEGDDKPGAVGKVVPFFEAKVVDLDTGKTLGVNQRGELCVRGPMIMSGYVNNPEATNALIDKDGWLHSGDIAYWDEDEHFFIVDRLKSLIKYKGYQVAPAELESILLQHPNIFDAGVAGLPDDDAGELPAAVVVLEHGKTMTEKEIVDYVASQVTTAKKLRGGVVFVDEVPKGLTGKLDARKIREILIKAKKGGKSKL
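Purified P. pyralis luciferase, 10 nM final, with Km-level 10 uM D-luciferin and 10 uM ATP in 50 mM Tris acetate pH 7.5, 10 mM Mg acetate, 0.01% Tween-20, 0.05% BSA; 6-point qHTS titration about 60 µM downward; luminescence read.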
ELG1 genotoxic: induces genotoxicity in HEK293T cells with luciferase-tagged ELG1; 330,000 tested, 1.3% active; HEK293T ELG1-luciferase reporter, luminescence, 16 h; Potency, µM (series often up to 46 µM), for inactives: top-dose activity change, positive = activation, most hits filed as activators; note: potency is the fitted concentration of half-maximal effect; % of control where 0% means no effect; nearly all actives have a fitted effect of over 60% in size
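Genotoxicity was scored as increased ELG1-luciferase reporter signal, measured by ONE-Glo luminescence (30 min, room temperature). Compound or vehicle exposure of the HEK293T reporter cells lasted 16 hr at 37°C.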
BRCA1 expr up: increases BRCA1 expression. MCF7-BRCA1-FFLuc reporter, luminescence, 48 h; response scale: scaled: vehicle 0%, 10 µM genistein 100%. Potency, µM (series often up to 46.1 µM), for inactives: top-dose activation, hits mostly activators. 380,000 tested, 1.1% active. AID 624202; note: potency is the fitted concentration of half-maximal effect; nearly all actives have a fitted effect of over 80% in size; some results filed as inactive show a strong effect at the top dose
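MCF7 cells carrying a BRCA1-firefly luciferase reporter (2000 cells/well, phenol-red free MEM) were attached for 2 h at 37 °C, then given compounds for 48 h. Luminescence was read 15 min after luciferase reagent; activity normalized to genistein (10 microM) and DMSO.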
NPC1 prom act: activates the NPC1 promoter; Huh7 NPC1 promoter luciferase reporter, 24 h; Potency, µM (titrated, usually from 9.22 µM), for inactives: at the highest dose activation, most hits filed as activators; 320,000 tested, 2.4% active;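 note: potency is the fitted concentration of half-maximal effect; % of control where 0% means no effect; nearly all actives have a fitted effect of over 60% in size; reporter is driven by a mutant NPC1 promoter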
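Stably transfected Huh7 (NPC1 promoter→luciferase), 1500 cells/well in Opti-MEM + 10% FBS, 2 h settle, then compound 24 h at 37 °C. Luminescence after 10 min with Amplite reagent.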
Rab9 promoter act: activates the Rab9 promoter; Huh7 Rab9 promoter-luciferase reporter, luminescence, 24 h; Potency, µM (highest dose often 9.22 µM), for the others: top-dose activation, negative = inhibition, usual class: activators; 320,000 tested, 2.8% active; AID 485297; note: potency is the fitted concentration of half-maximal effect; % of control where 0% means no effect; nearly all actives have a fitted effect of over 60% in size
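Cell-based reporter: Huh7 stable for Rab9 promoter-driven luciferase, plated in reduced-serum medium with 10% FBS at 1500 cells/well, compound-treated 24 h at 37 °C, luminescence read after 10 min reagent.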
* = called active by the depositor; [ ] = remark or other dose. Unless noted, calls come from the whole dose curve; as a rule, active = well fitted curve in the direction sought with a large enough effect; inconclusive = small, poorly fitted or top-dose-only effect, or another doubt; inactive = no such curve, though single readings can be large; an effect the other way counts as inactive or inconclusive.

What do the screens show for `O=C(Cc1cccs1)Nc1nnc(CCc2ccccc2)s1`?
RORg inh: -8%; TRPV1 agonist: 14; p53 reactivator: 7%; Tb PFK inh: -12%; VP16 counter: 6%; ELG1 repair inh: 6%; FLuc counter: -1%; ELG1 genotoxic: 0%; BRCA1 expr up: -29%; NPC1 prom act: -1%; Rab9 promoter act: -2%

Results for CC(C(=O)NC1CCCCC1)N1C(=O)c2cccc3cccc1c23 (centres undefined) ?
RORg inh: 3%; TRPV1 agonist: 9; p53 reactivator: -1%; Tb PFK inh: -1%; VP16 counter: -4%; ELG1 repair inh: -23%; FLuc counter: 0%; ELG1 genotoxic: -4%; BRCA1 expr up: -3%; NPC1 prom act: -6%; Rab9 promoter act: -1%

What do the screens show for `COc1ccc(NS(=O)(=O)c2ccc(NC(C)=O)cc2)cc1OC`?
RORg inh: 35%[0.365 µM]; TRPV1 agonist: -3; p53 reactivator: inconclusive; Tb PFK inh: -2%; ELG1 repair inh: inconclusive; FLuc counter: 0%; BRCA1 expr up: -91%; NPC1 prom act: -16%; Rab9 promoter act: -14%

How did Nc1n[nH]c(=S)n1-c1ccc(Cl)cc1 do in these assays?
RORg inh: -9%; TRPV1 agonist: 5; p53 reactivator: -3%; Tb PFK inh: -15%; VP16 counter: -19%; ELG1 repair inh: 0%; FLuc counter: -15%; ELG1 genotoxic: 0%; BRCA1 expr up: -1%; NPC1 prom act: -2%; Rab9 promoter act: 0%

What do the screens show for `CC1(C)C[C@@H]2C[C@@](C)(CN2C(=O)c2ccccc2)C1`?
RORg inh: 16%; TRPV1 agonist: 5; p53 reactivator: -4%; Tb PFK inh: 0%; VP16 counter: -3%; ELG1 repair inh: -12%; FLuc counter: 4%; ELG1 genotoxic: -7%; BRCA1 expr up: -30%; NPC1 prom act: 1%; Rab9 promoter act: 0%

What do the screens show for `OC(COc1ccccc1)CN1CCN(C(c2ccccc2)c2ccccc2)CC1` (centres undefined)?
RORg inh: -41%; TRPV1 agonist: 1; p53 reactivator: -17%; Tb PFK inh: 0%; VP16 counter: -27%; ELG1 repair inh: inconclusive; FLuc counter: 7%; ELG1 genotoxic: -9%; BRCA1 expr up: -16%; NPC1 prom act: -2%; Rab9 promoter act: 1%

How did Cc1cccc(N(C)C(=O)CN(C)S(=O)(=O)c2ccc3c(c2)c(=O)n(C)c(=O)n3C)c1 do in these assays?
RORg inh: 8%; TRPV1 agonist: 3; p53 reactivator: -1%; Tb PFK inh: 4%; VP16 counter: -12%; ELG1 repair inh: -1%; FLuc counter: 2%; ELG1 genotoxic: -1%; BRCA1 expr up: -1%; NPC1 prom act: 2%; Rab9 promoter act: 10%

Results for CC(=O)NC1CC(C)(C)N(OC(C)=O)C(C)(C)C1 ?
RORg inh: 1%; TRPV1 agonist: 2; p53 reactivator: 2%; Tb PFK inh: 0%; VP16 counter: 2%; ELG1 repair inh: 0%; FLuc counter: 9%; ELG1 genotoxic: -10%; BRCA1 expr up: -8%; NPC1 prom act: 1%; Rab9 promoter act: -3%

How did CCC1(c2ccccc2)ON(c2c(Br)cccc2Br)C1=O (centres undefined) do in these assays?
TRPV1 agonist: 10; p53 reactivator: -15%; Tb PFK inh: 0%; ELG1 repair inh: inconclusive; FLuc counter: 2%; ELG1 genotoxic: -2%; BRCA1 expr up: -21%; NPC1 prom act: -10%; Rab9 promoter act: -3%

What do the screens show for `COc1cccc(/C=N/NC(=O)CC2C(=O)NN=C2C)c1O` (centres undefined)?
RORg inh: -3%; TRPV1 agonist: -5; p53 reactivator: 6%; Tb PFK inh: -6%; VP16 counter: -6%; ELG1 repair inh: 14%; FLuc counter: -15%; ELG1 genotoxic: 3%; BRCA1 expr up: 0%; NPC1 prom act: 0%; Rab9 promoter act: -4%

Results for COC(=O)c1cc(NC(=O)CSc2ncn[nH]2)ccc1Cl ?
TRPV1 agonist: 2; Tb PFK inh: 1%; ELG1 repair inh: -1%; FLuc counter: 0%; ELG1 genotoxic: -2%; BRCA1 expr up: 6%; NPC1 prom act: -2%; Rab9 promoter act: 6%

How did Cc1nc(N2CCOCC2)nc(OC(C)C)c1[N+](=O)[O-] do in these assays?
RORg inh: 36%; TRPV1 agonist: 4; p53 reactivator: -8%; Tb PFK inh: 0%; VP16 counter: 14%; ELG1 repair inh: 9%; FLuc counter: -2%; ELG1 genotoxic: 0%; BRCA1 expr up: 4%; NPC1 prom act: 0%; Rab9 promoter act: -3%

How did O=C(Cc1cccc(NC(=O)C2CCN(C(=O)C3CCCCC3)CC2)c1)Nc1cccc(C(=O)N2CCCC2)c1 do in these assays?
TRPV1 agonist: -1; p53 reactivator: 2%; Tb PFK inh: 1%; ELG1 repair inh: -26%; FLuc counter: 1%; ELG1 genotoxic: 3%; BRCA1 expr up: -5%; NPC1 prom act: -10%; Rab9 promoter act: 11%

Results for Cc1nn(-c2ccccc2)c(N2CCCC2)c1/C=C1\N=C(c2ccc(F)cc2)OC1=O ?
RORg inh: -16%; TRPV1 agonist: 11; p53 reactivator: 2%; Tb PFK inh: 1%; VP16 counter: 1%; ELG1 repair inh: -6%; FLuc counter: 5%; ELG1 genotoxic: -3%; BRCA1 expr up: -14%; NPC1 prom act: 0%; Rab9 promoter act: -1%

Results for Nc1ncnc2c1ncn2[C@@H]1O[C@H](CNC(=O)[C@@H]2CCCN2S(=O)(=O)c2ccc(F)cc2)[C@@H](O)[C@H]1O ?
p53 reactivator: -5%; Tb PFK inh: 2%; ELG1 repair inh: 8%; ELG1 genotoxic: 12%; BRCA1 expr up: 0%

How did O=c1c2ccccc2nc(-c2ccc(Cl)c(Cl)c2)n1O do in these assays?
RORg inh: inconclusive; TRPV1 agonist: -2; p53 reactivator: 3%; Tb PFK inh: 3%; VP16 counter: inconclusive; ELG1 repair inh: -19%; FLuc counter: -2%; ELG1 genotoxic: -3%; BRCA1 expr up: -76%; NPC1 prom act: -3%; Rab9 promoter act: 1%

What do the screens show for `Cc1ccc(Cl)cc1NC(=O)c1ccc(NC(=O)CCC(=O)O)cc1`?
RORg inh: -9%; TRPV1 agonist: -1; p53 reactivator: -14%; Tb PFK inh: -5%; VP16 counter: -5%; ELG1 repair inh: -5%; FLuc counter: -2%; ELG1 genotoxic: -2%; BRCA1 expr up: 23%; NPC1 prom act: 1%; Rab9 promoter act: -1%

How did O=C(CCN1C(=O)C2C3C=CC(C4CC34)C2C1=O)Oc1ccc(Br)cc1 (centres undefined) do in these assays?
RORg inh: 1%; TRPV1 agonist: -1; p53 reactivator: 3%; Tb PFK inh: -2%; VP16 counter: -4%; ELG1 repair inh: 3%; FLuc counter: 1%; ELG1 genotoxic: 0%; BRCA1 expr up: 8%; NPC1 prom act: -6%; Rab9 promoter act: -13%

How did COc1ccccc1N1CCN(C(=O)c2cnn3cccnc23)CC1 do in these assays?
RORg inh: 40%; TRPV1 agonist: -2; p53 reactivator: 8%; Tb PFK inh: 0%; VP16 counter: 7%; ELG1 repair inh: 14%; FLuc counter: 5%; ELG1 genotoxic: 1%; NPC1 prom act: 3%; Rab9 promoter act: -2%

Results for CC(C)NC(=O)NC(=O)CSc1nncn1C ?
RORg inh: -13%; TRPV1 agonist: 1; p53 reactivator: 0%; Tb PFK inh: -3%; VP16 counter: 3%; ELG1 repair inh: 4%; FLuc counter: 2%; ELG1 genotoxic: 0%; BRCA1 expr up: 2%; NPC1 prom act: -1%; Rab9 promoter act: 1%

Results for C=C(C)C(O)Cc1c(OC)ccc(C(=O)/C=C/c2ccc(O)cc2)c1O (centres undefined) ?
p53 reactivator: inconclusive; Tb PFK inh: 0%; ELG1 repair inh: 0%; ELG1 genotoxic: 12%; BRCA1 expr up: 11%

Results for COc1ccc(/C=C(\C#N)C(=O)C(C)(C)n2cncn2)cc1 ?
RORg inh: -7%; TRPV1 agonist: -2; p53 reactivator: 0%; Tb PFK inh: 3%; VP16 counter: -2%; ELG1 repair inh: 0%; FLuc counter: inconclusive; ELG1 genotoxic: 3%; BRCA1 expr up: 7%; NPC1 prom act: 0%; Rab9 promoter act: -2%
